EPAC2 agonist: EPAC2 (human) agonism; Potency, µM (doses to about 154 µM), for the others: at the highest dose activation, usual class: activators; EPAC2 activation, biochemical qHTS; response scale: 100% = 6.5 mM cAMP response; 360,000 tested, 0.079% active; also: nearly all actives have a fitted effect of over 50% in size
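Compounds were added across a concentration range to EPAC2 (100 nM), RAP1B-BODIPY-GDP (250 nM) and GDP (50 uM). After 5 min at room temperature, fluorescence was recorded at 5-min intervals for 30 min.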
TDP-43 yeast inh: rescues yeast growth from TDP-43 toxicity | TDP-43 expressing yeast growth rescue, BacTiter-Glo, 24 h | Potency, µM (top dose mostly 46.1 µM), inactives show top-dose growth rescue (activation), hits mostly activators | 410,000 tested, 1.8% active | AID 652104; also: % of control where 0% means no effect; nearly all actives have a fitted effect of over 50% in size
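Yeast cells expressing TDP-43 under galactose induction are exposed to compounds for 24 hr at 30 deg C. BacTiter-Glo luminescence measures growth, so protective compounds score as activators.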
aSyn rescue: rescues yeast growth from alpha-synuclein toxicity; Potency, µM (top dose mostly 46.1 µM), for inactives: at the top dose growth rescue (activation), actives largely listed as activators; 370,000 tested, 0.14% active; Yeast expressing alpha-synuclein, growth rescue, BacTiter-Glo, 24 h; also: % of control where 0% means no effect; nearly all actives have a fitted effect of over 65% in size
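Rescue of yeast growth: cells expressing toxic alpha-synuclein, induced in galactose at OD600 0.02, incubated with compound 24 h at 30 C. ATP luminescence quantified growth; inhibitors of toxicity appear as activators.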
EPAC1 agonist: EPAC1 (human) agonism; O95398; EPAC1 agonist qHTS, biochemical assay; response scale: 100% = response to 6.5 mM cAMP; Potency, µM (top dose mostly 154 µM), for the others: top-dose activation, actives largely listed as activators; 360,000 tested, 0.073% active; AID 720707; also: nearly all actives have a fitted effect of over 60% in size
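Nucleotide exchange assay: 100 nM EPAC1 with 250 nM Rap1B loaded with BODIPY-GDP and 50 uM GDP, room temperature. Fluorescence (480/540 nm) read every 5 min for 30 min; signal change normalized to 6.5 mM cAMP as full agonist.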
FUS suppressor: FUS proteinopathy suppression in yeast | S. cerevisiae FUS-expressing, growth rescue, OD600, 24 h | Potency, µM (highest dose often 76.6 µM), inactives show at the top dose growth rescue (activation), actives largely listed as activators | 390,000 tested, 0.24% active | AID 1347120;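 also: plate controls were DMSO vehicle for no effect and reference control for full effect; nearly all actives have a fitted effect of over 55% in size; some results filed as inactive show a strong effect at the top dose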
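Steps: raffinose overnight preculture; dilution to OD 0.005 in 2% galactose minimal medium; compound addition (concentration series); 24hr at 30C, 99% humidity; absorbance read at 600 nm.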
PTHR1 ag: agonists of human PTHR1 parathyroid hormone receptor | Q03431 | HEK293 GP2 PTHR1 cells, GloSensor cAMP luminescence, 1 h | Potency, µM (series often up to 115 µM), without a hit: at the highest dose activation, usual class: activators | 410,000 tested, 0.075% active; also: nearly all actives have a fitted effect of over 55% in size; some results filed as inactive show a strong effect at the top dose; inactives centre near -15; many of its hits are not listed in these tables
Target sequence (Q03431 whole entry, looked up): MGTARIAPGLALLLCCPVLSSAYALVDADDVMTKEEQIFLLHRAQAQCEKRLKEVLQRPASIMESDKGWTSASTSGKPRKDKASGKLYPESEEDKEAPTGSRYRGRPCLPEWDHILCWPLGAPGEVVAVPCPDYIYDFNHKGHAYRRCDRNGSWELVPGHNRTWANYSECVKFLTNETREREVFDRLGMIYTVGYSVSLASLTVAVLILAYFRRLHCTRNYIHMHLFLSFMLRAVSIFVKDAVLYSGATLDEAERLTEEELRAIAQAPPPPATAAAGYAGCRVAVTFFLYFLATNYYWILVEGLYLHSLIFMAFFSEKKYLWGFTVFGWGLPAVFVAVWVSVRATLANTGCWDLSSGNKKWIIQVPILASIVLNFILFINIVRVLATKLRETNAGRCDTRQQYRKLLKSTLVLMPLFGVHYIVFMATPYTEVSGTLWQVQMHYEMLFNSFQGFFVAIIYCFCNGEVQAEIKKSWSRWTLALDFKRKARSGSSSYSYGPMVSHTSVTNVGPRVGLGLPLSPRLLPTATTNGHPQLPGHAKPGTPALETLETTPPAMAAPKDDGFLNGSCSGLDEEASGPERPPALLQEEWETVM
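HEK-293-derived GP2 cells expressing PTHR1 and a GloSensor cAMP reporter, 3,000/well, plated overnight, given luciferin plus IBMX (each 0.5 mM as added) for 1 h at 37 °C, then compound for 1 h at 37 °C. Luminescence was read after 15 min at room temperature.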
EPAC1 antagonist: blocks human EPAC1 exchange factor | O95398 | EPAC1 GEF assay, Rap1b-BODIPY-GDP exchange fluorescence | Potency, µM (titrated, usually from 115 µM), without a hit: at the top dose activity change, negative = inhibition, most hits filed as inhibitors | 360,000 tested, 0.14% active;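 also: plate controls were vehicle for no effect and positive control for full effect; nearly all actives have a fitted effect of over 50% in size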
EPAC2 antag: antagonists of human EPAC2 | Potency, µM (highest dose often 114 µM), without a hit: at the top dose activity, negative = inhibition, most hits filed as inhibitors | AID 720708 | 360,000 tested, 0.18% active | EPAC2 GEF exchange of Rap1B-BODIPY-GDP, fluorescence | Q8WZA2; also: % is scaled to controls: 0 for no effect and ±100 for the full control effect; nearly all actives have a fitted effect of over 45% in size; many of its hits are not listed in these tables
* = called active by the depositor; i = inactive; ? = inconclusive; nt = not tested or not shown; [ ] = another dose, or the depositor's remark. Calls follow the shape of the dose curve; as a rule, active = well fitted curve in the direction sought with a large enough effect; inconclusive = small, poorly fitted or top-dose-only effect, or another doubt; inactive = no such curve, though single readings can be large; an effect the other way counts as inactive or inconclusive. Potency is read from the fitted curve at half-maximal effect. Not all compounds are listed, so the mix of outcomes need not match the whole.

Results follow in this order: EPAC2 agonist | TDP-43 yeast inh | aSyn rescue | EPAC1 agonist | FUS suppressor | PTHR1 ag | EPAC1 antagonist | EPAC2 antag
> CCCc1cc(=O)oc2cc(OCC(=O)N3C[C@H]4C[C@@H](C3)c3cccc(=O)n3C4)c(Cl)cc12
 : 5.2% | 19.9% | -1.8% | 0.1% | 0.6% | -3.9% | -4.0% | -26.7%
> COc1ccc(CNC(=O)C2CCCN(C(=O)Nc3ccc(OC)cc3)C2)cc1 (centres undefined)
 : -7.1% | -0.5% | 2.9% | -11.2% | -0.5% | i | 3.9% | 0.7%
> Cc1cccc(NC(=O)CCS(=O)(=O)c2cccc3nonc23)c1C
 : 15.6% | -9.9% | -4.9% | -0.4% | 15.6% | 21.0% | 8.6% | 10.2%
> O=C(COC(=O)c1ccc(Br)cc1)NC1CCCC1
 : -0.8% | -17.0% | 9.6% | -4.5% | 10.7% | i | 7.9% | 11.9%
> CC(C)(Oc1ccc(Cl)cc1)C(=O)NC1CC1
 : 2.8% | -8.3% | -5.3% | 1.9% | 13.6% | i | 4.4% | -25.5%
> CCC(C)Oc1cc(-c2ccnc(Nc3cccc(Cl)c3)n2)ccn1 (centres undefined)
 : -6.3% | ? | 0.9% | -2.4% | 20.7% | i | -19.1% | -18.3%
> COc1ccc(OC)c(/C=N/NC(=O)c2cc(-c3ccc(C)o3)nc3ccccc23)c1
 : 7.7% | -2.0% | -0.2% | -2.4% | nt | i | 4.1% | 12.3%
> Nc1ncc2[nH]c(N)nc2n1
 : 5.4% | -2.7% | -0.8% | 5.1% | 7.4% | i | 3.1% | 1.3%
> Cc1cc(C(=O)COc2cc(F)ccc2[N+](=O)[O-])c(C)n1C1CC1
 : 8.7% | nt | 10.7% | 4.7% | 9.8% | i | -10.8% | -2.8%
> CCOc1ccc(CN2C(=O)c3ccccc3C2=O)cc1C(=O)O
 : 14.3% | -13.1% | ? | 11.1% | 19.0% | i | -2.2% | 2.9%
> O=C(c1ccc(NC(=S)NCc2ccc(Cl)cc2)cc1)N1CCCCC1
 : -8.2% | 12.0% | -7.4% | 2.1% | -21.2% | -47.2%[inhibitor] | -0.1% | -0.2%
> OCC1(Cc2ccc(Cl)cc2)CCN(Cc2ccccc2F)CC1
 : 0.9% | -8.9% | 0.7% | -9.2% | 17.2% | -32.2%[inhibitor] | 1.9% | 9.4%
> N#Cc1c(C#N)c(SSc2c(C#N)c(C#N)c(N)n2-c2ccccc2)n(-c2ccccc2)c1N
 : 0.1% | 9.4% | 0.2% | 11.5% | nt | -54.4% | -9.5% | -3.3%
> O=[N+]([O-])c1ccccc1N/N=C/c1ccc2c(c1)OCO2
 : 3.1% | 20.4% | 0.7% | -3.3% | -18.5% | -24.7% | 12.3% | 11.4%
> Cc1cccc(CSc2nc3c(c(=O)[nH]2)CCCC3)c1
 : -8.9% | -9.5% | -4.8% | 4.7% | -1.3% | i | 11.3% | -0.6%
> CC(C)[C@H](NC(=O)N1CCn2c1nc1ccccc12)C(=O)NCc1ccc(F)cc1
 : 5.8% | -17.7% | 11.5% | -14.8% | 39.6% | -45.3% | -15.3% | 4.6%
> COc1ccc2oc(C(=O)OCC(=O)NC3CC3)c(C)c2c1
 : 7.9% | 9.5% | 2.3% | -3.8% | 7.1% | -5.7% | -13.4% | -0.8%
> CCOC(=O)Nc1nnc(/C=C/c2ccc(OC)cc2)s1
 : 0.7% | 23.3% | -9.0% | 4.4% | 4.6% | i | -14.2% | 1.5%
> CCOc1ccc(S(=O)(=O)NC2CCCC2)cc1C
 : 5.1% | 15.3% | 5.5% | -3.2% | -17.0% | i | -7.2% | ?
> CCN(CC)S(=O)(=O)c1ccc(N2CCCC2)c(NC(=O)c2ccc(N3CCCC3=O)cc2)c1
 : -0.9% | 17.0% | 2.5% | 4.5% | 33.2% | -23.6% | 1.7% | -8.0%
> C=CCn1c(SCCN2CCCCC2)nc2c1c(=O)[nH]c(=O)n2C
 : 2.8% | 10.8% | 1.7% | 11.2% | -29.3% | -14.9% | -16.4% | -5.1%
> CCNc1nnc(-c2ccc(C)cc2)o1
 : 6.3% | 15.5% | 0.3% | 4.8% | 1.8% | i | -7.2% | 1.1%
> COC(=O)c1ccc(N2CCN(C(C)=O)CC2)c(NC(=O)c2cccnc2)c1
 : -3.2% | 6.7% | 0.3% | 0.3% | -2.2% | -5.4% | -7.3% | 5.6%
> O=C(COc1ccc(S(=O)(=O)N2CCOCC2)cc1)Nc1ccc2c(c1)OCCO2
 : -13.7% | -9.8% | 13.4% | 17.6% | 31.2% | 5.3%[57.5 µM] | 3.0% | 1.3%
> CC(=O)Nc1ccc(C(=O)CN2C(=O)NC3(CCCCCC3)C2=O)c(F)c1
 : 4.2% | 8.3% | -2.6% | 2.5% | 14.9% | -10.2% | -0.9% | 14.0%
> O=C(CNS(=O)(=O)c1ccc(F)c(Cl)c1)NCCc1ccccc1
 : 3.5% | 9.6% | 0.8% | -4.5% | -17.8% | -21.4% | 4.5% | -13.6%
> CCOc1ccc(-c2nc(C#N)c(N3CCN(Cc4ccccc4)CC3)o2)cc1
 : 9.0% | 21.2% | -0.6% | 4.1% | 6.6% | -7.4% | -10.6% | 2.4%
> Cc1ccc(/C=N/NC(=O)c2nnn(-c3nonc3N)c2CSc2ccccc2)cc1
 : 5.9% | 11.6% | 1.2% | 4.8% | -12.9% | -16.7% | -25.6% | 2.0%
> CC(NC(=O)C1CC=CCC1C(=O)O)C1CC2CCC1C2 (centres undefined)
 : 0.5% | 3.8% | -0.4% | -6.4% | 7.0% | -3.1% | -0.9% | 7.6%
> Cn1nc(-c2ccc(Cl)cc2)c2cc(C(=O)NC3CC3)sc21
 : -0.5% | 18.3% | 4.9% | -3.9% | 0.4% | -11.2% | -12.7% | -5.0%

Following part:
Results follow in this order: EPAC2 agonist | TDP-43 yeast inh | aSyn rescue | EPAC1 agonist | FUS suppressor | PTHR1 ag | EPAC1 antagonist | EPAC2 antag
> C/C(=N\N=C(/N)SC1CC(=O)N(c2ccccc2)C1=O)c1cccs1 (centres undefined)
 : 16.1% | 0.4% | 0.0% | 14.0% | 18.8% | -4.4%[57.5 µM] | -0.5% | -7.9%
> COCCn1c(SCC(=O)Nc2ccc3c(c2)OCCO3)nnc1-c1c[nH]c2ccccc12
 : 9.1% | -30.8%[inhibitor] | -4.5% | 6.6% | 25.8% | i | 4.7% | 1.5%
> COc1ccc(Br)cc1CN(C)C(=O)C1=CC=CN2CCS(=O)(=O)N=C12
 : 6.4% | 9.4% | -4.9% | 2.6% | nt | i | 1.5% | -1.7%
> O=C(NCCCN1CCCCCC1)C1CCCN(S(=O)(=O)c2cccc3nsnc23)C1 (centres undefined)
 : 5.4% | 27.3% | 2.0% | -2.4% | 8.1% | -25.1% | 3.4% | -4.1%
> CC(C)(C)NC(=O)CN1CCC(NC(=O)C23CC4CC(CC(C4)C2)C3)CC1
 : 4.2% | -4.7%[0.397 µM] | -1.3% | 0.3% | 12.3% | -4.4% | -7.1% | -8.7%
> O=C(COC(=O)c1ccc(NS(=O)(=O)c2cccs2)cc1)NCc1ccco1
 : 2.5% | -24.9% | -9.6% | 3.0% | ? | -65.7%[inhibitor] | -13.2% | 12.9%
> O=C(C1CC(=O)N(c2ccc3c(c2)OCCO3)C1)N1CCN(c2ccccc2)CC1 (centres undefined)
 : 2.0% | -0.1% | 0.5% | 9.5% | 28.5% | i | 7.9% | 8.9%
> Cc1ccc(NC(=O)c2cc(S(=O)(=O)NCCc3ccccc3)ccc2F)cc1Cl
 : -1.9% | -6.1% | 2.7% | -4.0% | -2.0% | i | -11.2% | -10.1%
> CSCCOC(=O)COc1ccc(/C=N/NC(=O)c2nn(C)cc2Cl)cc1
 : 2.0% | 1.5% | -12.1% | -7.2% | 3.8% | -16.8% | 8.2% | 13.7%
> CC1CCCN(Cc2nc3c(c(=O)n(C)c(=O)n3C)n2CC(N)=O)C1 (centres undefined)
 : 2.6% | 0.0% | -2.3% | 2.5% | 4.4% | -4.4%[57.5 µM] | -1.0% | 1.5%
> CCC(C)NC(=O)c1cc2c(=O)n3cccc(C)c3nc2s1 (centres undefined)
 : -6.0% | ? | -2.9% | -9.1% | 5.9% | -2.3% | -0.7% | 1.8%
> Cc1cc(C)cc(OCC(=O)O/N=C(\N)Cc2ccc([N+](=O)[O-])cc2)c1
 : 10.2% | -3.9% | 10.4% | 12.8% | 0.5% | -8.5% | -3.3% | -5.1%
> CCN1C(=O)c2cccc3c(S(=O)(=O)Nc4ccc(OC)cc4OC)ccc1c23
 : 3.8% | 0.7% | -6.9% | 6.3% | 1.1% | i | -0.1% | 4.9%
> COCCNC(=S)NC1CC2CCCC(C1)N2Cc1ccco1 (centres undefined)
 : 9.6% | -15.0% | -0.1% | 6.7% | -15.6% | -7.1%[57.5 µM] | -17.6% | -3.6%

Five entries already listed, arranged by molecular weight, low to high.
Results follow in this order: EPAC2 agonist | TDP-43 yeast inh | aSyn rescue | EPAC1 agonist | FUS suppressor | PTHR1 ag | EPAC1 antagonist | EPAC2 antag
> CCC(C)NC(=O)c1cc2c(=O)n3cccc(C)c3nc2s1 (centres undefined)
 : -6.0% | ? | -2.9% | -9.1% | 5.9% | -2.3% | -0.7% | 1.8%
> C/C(=N\N=C(/N)SC1CC(=O)N(c2ccccc2)C1=O)c1cccs1 (centres undefined)
 : 16.1% | 0.4% | 0.0% | 14.0% | 18.8% | -4.4%[57.5 µM] | -0.5% | -7.9%
> O=C(C1CC(=O)N(c2ccc3c(c2)OCCO3)C1)N1CCN(c2ccccc2)CC1 (centres undefined)
 : 2.0% | -0.1% | 0.5% | 9.5% | 28.5% | i | 7.9% | 8.9%
> COc1ccc(Br)cc1CN(C)C(=O)C1=CC=CN2CCS(=O)(=O)N=C12
 : 6.4% | 9.4% | -4.9% | 2.6% | nt | i | 1.5% | -1.7%
> COCCn1c(SCC(=O)Nc2ccc3c(c2)OCCO3)nnc1-c1c[nH]c2ccccc12
 : 9.1% | -30.8%[inhibitor] | -4.5% | 6.6% | 25.8% | i | 4.7% | 1.5%

Screening results as filed in PubChem.
